FLuc counter – qHTS profiling assay for firefly luciferase inhibitor/activator using purifed enzyme and Km concentrations of substrates (counterscreen for miR-21 project) | Luciferin 4-monooxygenase (Photinus pyralis), P08659 | purified FLuc, Km substrates, luminescence inhibition | Potency, µM (highest dose often 57.5 µM), inactives show at the top dose activity change, negative = inhibition, most hits filed as inhibitors | hit rate 6.9% among 360,000;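 further: potency means the concentration at half of the fitted maximal effect; plate controls were vehicle for no effect and reference inhibitor for full effect; nearly all actives have a fitted effect of over 55% in size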
Target sequence (P08659 whole entry, looked up): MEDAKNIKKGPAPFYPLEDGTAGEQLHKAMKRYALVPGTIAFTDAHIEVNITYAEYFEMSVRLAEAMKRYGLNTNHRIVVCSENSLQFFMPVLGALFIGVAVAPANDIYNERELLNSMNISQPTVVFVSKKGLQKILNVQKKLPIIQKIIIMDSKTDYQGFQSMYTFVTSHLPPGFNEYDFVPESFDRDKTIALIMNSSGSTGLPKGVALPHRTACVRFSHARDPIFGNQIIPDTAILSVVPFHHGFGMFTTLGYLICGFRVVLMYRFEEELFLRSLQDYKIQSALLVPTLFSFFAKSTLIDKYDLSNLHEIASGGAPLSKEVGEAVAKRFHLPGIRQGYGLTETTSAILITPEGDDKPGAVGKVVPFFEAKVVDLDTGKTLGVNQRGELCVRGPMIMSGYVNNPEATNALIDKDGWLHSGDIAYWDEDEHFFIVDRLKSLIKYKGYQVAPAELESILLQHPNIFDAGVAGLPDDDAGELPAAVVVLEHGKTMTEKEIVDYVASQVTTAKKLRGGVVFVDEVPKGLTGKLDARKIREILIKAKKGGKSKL
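Biochemical qHTS of compounds, final roughly 60 µM downward over six points, against 10 nM purified firefly luciferase using Km concentrations of substrates (10 uM D-luciferin, 10 uM ATP) in Tris acetate pH 7.5 buffer; luminescence output.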
Rab9 prom act – qHTS Assay for Rab9 Promoter Activators. Huh7 Rab9 promoter-luciferase reporter, luminescence, 24 h. Potency, µM (top dose mostly 9.22 µM), without a hit: at the highest dose activation, negative = inhibition, most hits filed as activators. hit rate 2.8% among 320,000; further: potency means the concentration at half of the fitted maximal effect; % of control where 0% means no effect; nearly all actives have a fitted effect of over 60% in size
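Huh7 reporter line, Rab9 promoter upstream of luciferase. Compound exposure 24 h at 37 °C in reduced-serum medium with 10% FBS. Read-out: luminescence.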
Coupling enz – qHTS Assay for Inhibitors of Fructose-1,6-bisphosphate Aldolase from Giardia Lamblia: Coupling assay counterscreen. hit rate 0.67% among 290,000. coupling enzyme system counterscreen, AmpLite Red fluorescence. AID 2472, 2010. activity change, negative = inhibition, % at 58.2 µM, hits read low; in the data active means activity change below about -30%; further: on the % scale 0 is the no-effect control and ±100 the full control effect
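Counterscreen lacking aldolase: glyceraldehyde-3-phosphate coupling-enzyme reagent preincubated 10 min at RT with compound (at 57.5 uM final), then substrate/coupling system with AmpLite Red added; fluorescence read at 525/598 nm after 20 min RT.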
Gal4-VP16 FLuc – VP16 counterscreen qHTS for inhibitors of ROR gamma transcriptional activity; hit rate 3.5% among 310,000; AID 2546, 2010; Drosophila S2 Gal4-VP16 UAS-luciferase, luminescence, 20 h; Potency, µM (highest dose often 53.6 µM), for the others: at the highest dose activity, negative = inhibition, usual class: inhibitors;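 further: Gal4-VP16 expression switched on by copper sulfate through the metallothionein promoter; potency means the concentration at half of the fitted maximal effect; on the % scale 0 is the no-effect control and ±100 the full control effect; nearly all actives have a fitted effect of over 50% in size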
RORgamma inh – qHTS for inhibitors of ROR gamma transcriptional activity; hit rate 5.4% among 310,000; AID 2551, 2010; Drosophila S2 Gal4-RORgamma UAS-luciferase reporter, 20 h; Potency, µM (doses to about 53.6 µM), without a hit: top-dose activity change, negative = inhibition, actives largely listed as inhibitors; Nuclear receptor ROR-gamma (Mus musculus), P51450; further: potency means the concentration at half of the fitted maximal effect; on the % scale 0 is the no-effect control and ±100 the full control effect; nearly all actives have a fitted effect of over 60% in size
Target sequence (P51450 whole entry, looked up, the tested form may be a part): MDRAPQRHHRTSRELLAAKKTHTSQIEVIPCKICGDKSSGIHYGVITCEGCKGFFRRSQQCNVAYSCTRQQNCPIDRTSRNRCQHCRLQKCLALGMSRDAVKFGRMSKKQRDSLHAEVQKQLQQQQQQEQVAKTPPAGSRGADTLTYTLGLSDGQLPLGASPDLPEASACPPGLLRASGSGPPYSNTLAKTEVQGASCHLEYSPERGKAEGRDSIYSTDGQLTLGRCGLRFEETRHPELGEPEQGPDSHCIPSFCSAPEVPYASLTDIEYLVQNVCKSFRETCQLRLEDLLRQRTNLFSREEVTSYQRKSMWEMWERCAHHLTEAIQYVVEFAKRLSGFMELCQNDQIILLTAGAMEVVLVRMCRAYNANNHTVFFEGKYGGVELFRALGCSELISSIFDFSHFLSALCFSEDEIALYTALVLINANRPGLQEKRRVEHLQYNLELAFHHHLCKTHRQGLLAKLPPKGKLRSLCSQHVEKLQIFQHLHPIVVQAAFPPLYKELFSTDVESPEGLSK
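A Gal4/UAS one-hybrid system in insect cells: metallothionein-promoter Gal4–ROR gamma fusion plus Photinus luciferase reporter. Copper sulfate 700 uM final, 20 hr ambient incubation, luminescent detection after 10 min with reagent.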
KCNH2 3.1 block – qHTS for Inhibitors of KCHN2 3.1: Mutant qHTS; Potassium voltage-gated channel subfamily H member 2, brain isoform KCNH2 3.1 (human); U2OS KCNH2 3.1, thallium flux FluxOr; hits give low values; activity change, % (tested at about 1.8 µM); hit rate 0.95% among 340,000;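 active means maximum activity change below -70%; inconclusive means maximum activity change from -70% to -50%; inactive means maximum activity change above -50%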;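 further: thallium influx rate constant from kinetic fluorescence after stimulation buffer; on the % scale 0 is the no-effect control and ±100 the full control effect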
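Thallium flux via FluxOr fluorescence (Red40 quencher, 45 min loading) in U2OS cells virally expressing the KCNH2 3.1 isoform (1.77 x 10^8 /mL virus, overnight at 37 C). Rate constants from 2-min kinetic reads post-stimulation, normalised to positive and negative controls.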
Tb PFK block – qHTS Assay to Find Inhibitors of T. brucei phosphofructokinase; ATP-dependent 6-phosphofructokinase (Trypanosoma brucei brucei), O15648; T. brucei PFK, ADP-Glo luminescence; Potency, µM (top dose mostly 57.5 µM), without a hit: at the highest dose activity, negative = inhibition, usual class: inhibitors; hit rate 0.17% among 330,000; AID 485367, 2010;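 further: potency means the concentration at half of the fitted maximal effect; 0% = uninhibited 1x PFK enzyme wells and -100% = no-enzyme wells; nearly all actives have a fitted effect of over 60% in size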
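PFK 1.25 nM, F6P 0.5 mM, ATP 0.1 mM, 0.1 M TEA pH 8.0, 5 mM MgCl2, 0.01% Tween20, 0.1% BSA; 45 min RT. ADP-Glo readout. qHTS titration up to 57 uM; curves fitted, compounds curve-classed.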
uPA surface inh – qHTS for Inhibitors of Cell Surface uPA Generation; cell surface uPA generation assay, qHTS; Potency, µM (top dose mostly 38.3 µM), for the others: top-dose activity change, negative = inhibition, most hits filed as inhibitors; hit rate 0.31% among 330,000; active means well fitted inhibition curve with a large enough effect; inconclusive means small, poorly fitted or top-dose-only effect; inactive means no such curve, though single readings can be large or run the other way; tested in mouse RAW 264.7 cells; further: potency means the concentration at half of the fitted maximal effect; on the % scale 0 is the no-effect control and ±100 the full control effect; nearly all actives have a fitted effect of over 55% in size
ELG1 genotox – qHTS screen for small molecules that induce genotoxicity in human embryonic kidney (HEK293T) cells expressing luciferase-tagged ELG1; HEK293T ELG1-luciferase reporter, luminescence, 16 h; hit rate 1.3% among 330,000; Potency, µM (top dose mostly 46 µM), without a hit: at the highest dose activity change, positive = activation, actives largely listed as activators; further: potency means the concentration at half of the fitted maximal effect; % of control where 0% means no effect; nearly all actives have a fitted effect of over 60% in size
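Screening used a luciferase reporter fused to human ELG1 in HEK293T cells. Luminescence was read on a CCD plate imager after 16 hr exposure and 30 min ONE-Glo incubation.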
NPC1 promoter act – qHTS Assay for NPC1 Promoter Activators; Potency, µM (titrated, usually from 9.22 µM), for inactives: at the highest dose activation, most hits filed as activators; Huh7 NPC1 promoter luciferase reporter, 24 h; hit rate 2.4% among 320,000;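 further: potency means the concentration at half of the fitted maximal effect; % of control where 0% means no effect; nearly all actives have a fitted effect of over 60% in size; reporter is driven by a mutant NPC1 promoter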
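NPC1 promoter–luciferase Huh7 cells; 24 h compound; luminescence.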
Giardia kill – Small Molecules that selectively kill Giardia lamblia: qHTS. Giardia lamblia trophozoite viability. activity change, % at 7.66 µM, hits read low. hit rate 0.15% among 340,000. AID 540267, 2011; in the data active means activity change below about -80%; inconclusive means between about -30% and that limit;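 further: parasites exposed to compound for two days anaerobically before the ATP read; on the % scale 0 is the no-effect control and ±100 the full control effect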
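Luminescent ATP signal served as the viability read-out, measured 15-30 min after adding ATP detection reagent to trophozoites that had been incubated with compounds for 48 hrs at 37 deg C anaerobically at 100 cells/well.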
Starred values were filed as active, the others as inactive; ? = inconclusive; · = not tested or not shown; & = joins results of further samples; [ ] = dose if it differs, or a comment. Unless noted, the call rests on the fitted dose curve; in most records, active means well fitted curve in the direction sought with a large enough effect; inconclusive means small, poorly fitted or top-dose-only effect, or another doubt; inactive means no such curve, though single readings can be large; an effect the other way counts as inactive or inconclusive. No enrichment for hits. Share with any hit: about 14%.

SMILES	FLuc counter	Rab9 prom act	Coupling enz	Gal4-VP16 FLuc	RORgamma inh	KCNH2 3.1 block	Tb PFK block	uPA surface inh	ELG1 genotox	NPC1 promoter act	Giardia kill
COc1cccc(NC(=O)COC(=O)Cc2ccc(Br)cc2)c1	-3.3%	4.7%	3.0	-5.7%	7.4%	-3.0	-3.0%	·	0.1%	0.8%	-22.0
O=[N+]([O-])c1ccc(CSc2ccc(-c3ccccn3)nn2)cc1	-1.7%	11.1%	-0.9	15.2%	-0.1%	-27.0	-0.2%	-1.0%	2.8%	1.5%	2.5
CCCCNC(=O)c1ccc(CS(=O)(=O)c2ccc(C)cc2)o1	0.1%	-10.4%	-1.5	5.2%	24.4%	7.8	-10.8%	2.1%	-0.8%	-2.0%	-5.0
COc1cc(NC(=O)c2ccc(NC3=NC4CS(=O)(=O)CC4S3)cc2)cc(OC)c1 (stereo not given)	1.1%	11.2%	1.9	-3.3%	-11.9%	-2.5	-5.0%	5.7%	-2.5%	-6.3%	-2.5
CCOCC(=O)Nc1ccc(S(=O)(=O)NCC2CCCO2)cc1 (stereo not given)	-0.5%	4.6%	-0.1	3.7%	-2.6%	6.8	1.1%	2.7%	-1.8%	-1.7%	5.9
Cc1ccc(NC2=C(Cl)C(=O)OC2OC(C)C)c(C)c1 (stereo not given)	-0.7%	-6.4%	7.5	-1.3%	15.8%	6.6	1.8%	1.7%	-0.1%	-3.8%	11.2
COc1ccc(/C=N/NC(=O)CNC(=O)/C=C/c2ccco2)cc1OC	?	22.8%	0.5	22.7%	-12.4%	-9.4	-23.3%	-2.4%	14.2%	-2.4%	-24.2
CC1CN(C(C)C(=O)NC(c2ccccc2)c2ccccc2)CC(C)O1 (stereo not given)	-1.8%	2.8%	1.8	5.2%	-8.4%	-35.9	-2.5%	-1.5%	-0.8%	-0.7%	-1.1
C[C@]12CC[C@H](OC(=O)CCC(=O)O)CC1=CCC1C2CC[C@@]2(C)C1CC[C@@H]2N (stereo not given in full)	·	·	·	·	·	18.3	-4.1%	-1.2%	1.9%	·	-7.1
CNc1nc2c(c(=O)n(C)c(=O)n2C)n1Cc1ccccc1	-1.1%	-8.9%	-0.6	?	-7.6%	4.5	1.9%	-6.7%	-9.2%	-5.0%	0.5
COc1ccc(NC(=O)c2c([N+](=O)[O-])c(C(C)(C)C)nn2C)cc1	0.1%	-1.2%	-0.5	5.6%	25.2%	-81.3*	-3.4%	0.9%	-7.9%	-3.8%	-2.2
CN(c1cccc(NC(=O)CSc2ccc(Cl)cc2)c1)S(C)(=O)=O	?	-1.7%	-2.7	-29.9%	33.2%	7.3	-3.9%	·	-0.6%	-1.2%	-13.8
O=C(N[C@@H](Cc1ccccc1)C(=O)OCc1ccccc1)c1ccco1	·	·	·	·	·	11.3	-9.4%	-8.7%	0.6%	·	-5.2
Cc1ccc(S(=O)(=O)N/N=C/C(C)(C)CO)cc1	-1.6%	12.2%	2.3	-3.4%	34.2%	-7.9	0.0%	-5.5%	-1.1%	-2.1%	6.2
O=C(Nc1ccc(C2CCCCC2)cc1)C1CCCN(c2ncccn2)C1 (stereo not given)	-0.6%	1.1%	1.1	-5.2%	-4.3%	28.2	-2.1%	17.1%	0.2%	3.6%	-8.7
Cc1cs/c(=N\N=C\c2ccc(O)cc2)n1Cc1ccco1	?	13.2%	-6.1	5.2%	17.5%	-6.5	3.7%	-8.0%	20.7%	25.4%	39.8[activator]
Cc1ccc(CN2CC(C(=O)N3CC(C)CC(C)C3)CC2=O)cc1 (stereo not given)	0.0%	1.3%	·	·	·	12.5	-0.3%	1.9%	-1.8%	-2.6%	11.7
COc1cc(OC)cc(C(=O)N2CCN(Cc3ccc4c(c3)OCO4)CC2)c1	0.0%	1.7%	-0.3	-8.5%	-8.8%	0.6	-6.6%	10.5%	-4.0%	-5.1%	47.1[activator]
Cc1cc(/C=C(\C#N)c2nnc(N3CCOCC3)n2-c2ccccc2)c(C)n1-c1ccccc1	16.9µM*	-7.0%	-0.8	18.7%	7.8%	·	-1.1%	·	1.1%	-0.4%	·
Cc1ccc(S(=O)(=O)N(Cc2cc3cccc(C)c3[nH]c2=O)c2ccccc2)cc1	1.5%	-1.3%	0.4	6.5%	?	-12.2	7.7%	-14.9%	-5.4%	-2.6%	-28.2
Nc1ncc2c(n1)-c1ccccc1CC2	1.6%	0.6%	-2.7	-0.7%	0.7%	-26.6	-2.2%	5.9%	-6.8%	8.2%	-7.2
Cc1nc2nc(-c3ccccc3)cc(=O)n2[nH]1	7.57µM*	17.0%	2.7	-26.9%	-8.9%	4.6	-8.5%	-8.8%	?	17.0%	-11.3
O=S1(=O)CCC(NC(=S)Nc2ccc(Cl)cc2)C1 (stereo not given)	0.0%	-4.9%	1.8	-1.3%	28.0%	3.0	-0.4%	3.8%	-1.0%	-1.1%	3.5
CCN1C(=NCC(C)C)N[C@@H](c2cccc(F)c2)C(C(=O)OC)=C1C	1.8%&3.5%	-9.8%&1.5%	-0.7&2.7	-3.5%&-3.7%	-11.3%&-0.8%	2.3	7.0%&-1.7%	-15.5%	-3.5%	-0.3%&-1.5%	-22.4
Cc1nn(C)cc1CNC(=O)C1C2CCC(O2)C1C(=O)O (stereo not given)	1.6%	5.5%	3.5	-9.3%	6.2%	·	-3.5%	·	11.2%	-1.3%	·
CC(NC(=O)c1ccc(S(=O)(=O)Nc2ccccc2Cl)cc1)c1ccncc1 (stereo not given)	·	·	·	·	·	9.9	-1.5%	-4.2%	-2.1%	·	-23.5
COC(=O)c1ccccc1C(=O)c1cccc2ccccc12	1.5%	4.4%	-4.4	-15.3%	-0.1%	11.0	-5.3%	3.2%	-13.3%	-2.4%	10.7
CC(C)(O)C#Cc1ccc(CN2CCN(Cc3ccccc3)C(CCO)C2)cc1 (stereo not given)	1.6%	12.4%	-0.8	-1.5%	25.7%	-7.3	-9.3%	-8.3%	-2.3%	11.0%	-13.1
O=C(NNC(=O)c1ccco1)c1cccc(Br)c1	-1.6%	-18.0%	·	?	18.9%	18.3	0.0%	-1.2%	-14.6%	-4.0%	-15.5
CCCCc1nnc(NC(=O)C2CC(=O)N(c3ccc4c(c3)OCCO4)C2)s1 (stereo not given)	-0.5%	-3.8%	-0.8	-8.5%	20.0%	-7.8	1.1%	-7.6%	0.0%	0.0%	7.5
CCOc1cc(C2C(C(=O)O)c3cc(OCC)c(OCC)cc3C(=O)N2C)ccc1O (stereo not given)	2.4%	-5.0%	-0.1	-9.3%	-16.9%	-4.8	17.1%	0.1%	-1.5%	-2.3%	-9.5
O=C(CSc1n[nH]c(-c2ccccc2)n1)NC(=O)NCc1ccco1	-2.2%	-2.8%	0.0	2.7%	?	-0.6	-13.4%	2.4%	-0.5%	-6.0%	-7.1
O=C(Nc1nncs1)c1ccccc1Br	0.9%	6.1%	1.1	5.3%	-6.4%	4.2	0.3%	1.3%	2.1%	-0.8%	-4.4
NS(=O)(=O)c1ccc(CCNC(=O)c2ccc3c(c2)N(Cc2ccccc2)CCS3)cc1	-1.4%	0.0%	·	1.0%	-1.1%	-14.2	4.4%	1.6%	-4.5%	-1.2%	-0.9
[O-][n+]1onc2c1CCc1nnccc1-2	2.1%	11.4%	-0.3	-0.9%	-30.3%	2.6	2.9%	·	-3.0%	15.2%	-6.2
Clc1ccc(CN2CCN(c3ccccc3)CC2)cn1	0.2%	-4.3%	2.3	-9.1%	4.5%	-3.1	2.7%	-2.0%	-2.3%	-4.1%	3.6
COC(=O)CNC(=O)c1ccc2c(c1)S(=O)(=O)c1ccccc1C2=O	?	-4.9%	-2.4	-3.0%	0.8%	4.8	-1.4%	0.5%	-1.9%	2.2%	-12.0
COc1cc(C(=O)Nc2ccc(C(=O)c3cccs3)cc2)cc(OC)c1OC	-17.5%	-1.5%	-2.6	·	·	-13.5	3.3%	13.5%	-0.5%	1.5%	-29.7
C[C@H](CO)N1C[C@H](C)[C@H](CN(C)S(=O)(=O)c2ccccc2)Oc2c(NS(C)(=O)=O)cccc2C1=O	·	·	·	·	·	-1.0	1.1%	12.7%	3.4%	·	18.0

Bioassay records deposited in PubChem BioAssay by National Center for Advancing Translational Sciences (NCATS).
